TNAP act hiacc – TNAP activators at high phosphate acceptor level, primary screen, biochemical, luminescence, uHTS; Alkaline phosphatase, tissue-nonspecific isozyme (Homo sapiens), P05186; purified TNAP, CDP-star luminescence, 1 M DEA, 30 min; stronger effect = higher value; 0 = EDTA background, 1 = DMSO-only activity; activation factor at 20 µM; 200,000 tested, under 10 active;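 active = activation factor at least 2 at 20 µM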
Target sequence (P05186 whole entry, looked up): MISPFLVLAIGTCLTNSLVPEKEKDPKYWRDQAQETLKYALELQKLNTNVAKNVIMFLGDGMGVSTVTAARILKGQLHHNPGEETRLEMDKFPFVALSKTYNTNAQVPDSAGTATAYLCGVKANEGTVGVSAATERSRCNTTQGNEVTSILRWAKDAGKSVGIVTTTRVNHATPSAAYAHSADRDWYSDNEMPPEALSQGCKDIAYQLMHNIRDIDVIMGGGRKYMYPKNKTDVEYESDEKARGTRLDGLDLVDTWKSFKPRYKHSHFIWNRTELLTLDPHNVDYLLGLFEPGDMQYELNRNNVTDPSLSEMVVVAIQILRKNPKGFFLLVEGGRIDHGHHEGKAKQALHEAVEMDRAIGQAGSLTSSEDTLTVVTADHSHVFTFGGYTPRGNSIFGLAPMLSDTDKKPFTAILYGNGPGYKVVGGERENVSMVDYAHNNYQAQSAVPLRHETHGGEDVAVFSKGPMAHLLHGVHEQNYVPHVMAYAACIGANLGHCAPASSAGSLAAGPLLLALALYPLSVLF
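Dosing: 20 µM single point. System: human TNAP. Amount: TNAP 1/800 final. Incubation: 30 min, room temperature. Read-out: TNAP activation factor scaled between EDTA and DMSO control wells. Signal: luminescence from CDP-star hydrolysis. Medium: 1 M DEA, pH 9.8, Mg2+, Zn2+. Control set: EDTA negative control, DMSO positive control.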
SRC2 TRFRET art – TR-FRET signal artefacts, primary screen, artefact control for PPARgamma SRC-2 agonist project, biochemical | TR-FRET artefact counter-screen; stronger effect = higher value | TR-FRET ratio at 8 µM | actives 0.4% (n = 200,000) | AID 1049, 2008; in the data active = TR-FRET ratio above about 2000; also: inactives centre near 1500
STAT3 blocker – IL-6 driven STAT3 reporter inhibitors, primary screen, U3A cells, luciferase, luminescence, MLSCN library | IL-6 STAT3-luciferase reporter; host cell line lacks STAT1 | inhibition, % at 5.5 µM | actives 0.89% (n = 190,000) | AID 862, 2007;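 active = inhibition above the mean inhibition across all screened compounds plus 3 SD, cut at about 44% in these data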;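 also: 0% = DMSO only wells and 100% = 100 µM nifuroxazide control wells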
PPARg SRC3 recr – PPARgamma agonists recruiting SRC-3 coactivator, primary screen, biochemical; Peroxisome proliferator-activated receptor gamma (Homo sapiens), P37231; biochemical PPARgamma/SRC-3 coactivator recruitment assay; activation, % at 8 µM; actives 0.26% (n = 200,000); AID 731, 2007; in the data active = activation above about 23%;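 also: 0% = DMSO and 100% = reference agonist; some compounds past the cut are filed as inactive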
bIAP activator – bovine intestinal alkaline phosphatase activators, primary screen, biochemical, bovine IAP, CDP-star luminescence; activation factor at 20 µM; purified bovine IAP, 30 min; stronger effect = higher value; fold of DMSO-control signal, blank-subtracted; actives 0.17% (n = 200,000); alkaline phosphatase, intestinal [Bos taurus]; AID 1016, 2008;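 active = activation factor of 2 or more at 20 µM, a signal rise over negative controls twice the positive control's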
STAT1 blocker – STAT1 signaling inhibitors, primary screen, cell-based, HTS, luciferase reporter; NIH 3T3 STAT1-luciferase reporter, IFN-gamma, luminescence; inhibition, % at 5.5 µM; actives 0.35% (n = 200,000); AID 920, 2007;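 active = inhibition above a set limit, the mean inhibition across all tested compounds plus 3 SD, cut at about 34% in these data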;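 also: 0% = IFN-gamma with DMSO and 100% = IFN-gamma with 300 µM nifuroxazide; values of inactives mirror those of a sister screen read the other way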
PPARg SRC-1 ag – PPARgamma agonists recruiting SRC-1 coactivator, primary screen, biochemical | actives 0.41% (n = 200,000) | AID 631, 2007 | Peroxisome proliferator-activated receptor gamma (Homo sapiens), P37231 | activation, % at 8 µM | PPARgamma-SRC-1 coactivator recruitment biochemical assay; in the data active = activation above about 19%;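 also: 0% = DMSO and 100% = reference agonist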
ROMK primary – ROMK potassium channel modulators, primary screen, cell-based, thallium flux, MLSMR library. B-score at 10 µM. Tet-inducible ROMK, thallium flux fluorescence; actives lie on both sides. actives 2% (n = 130,000);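 active = signal ratio slope over the read window, or its plate-corrected B-score, at least 3 SD from the plate mean, either direction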;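 also: B-score of the F/F0 ratio slope over 7 to 12 s after thallium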
Target sequence (P48048 whole entry, looked up): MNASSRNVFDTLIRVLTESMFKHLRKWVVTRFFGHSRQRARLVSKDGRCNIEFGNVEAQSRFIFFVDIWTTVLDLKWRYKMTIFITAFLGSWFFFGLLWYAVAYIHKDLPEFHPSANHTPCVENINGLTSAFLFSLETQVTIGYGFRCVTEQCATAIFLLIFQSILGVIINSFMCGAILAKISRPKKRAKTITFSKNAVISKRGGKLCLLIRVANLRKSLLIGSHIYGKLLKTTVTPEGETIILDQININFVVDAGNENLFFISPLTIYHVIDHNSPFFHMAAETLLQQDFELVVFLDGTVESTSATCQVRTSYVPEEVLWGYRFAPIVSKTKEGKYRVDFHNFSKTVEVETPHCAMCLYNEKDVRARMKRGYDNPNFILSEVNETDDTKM
STAT3 act – IL-6 driven STAT3 reporter potentiators, primary screen, U3A cells, luciferase, luminescence, MLSCN library; activation (% of control), % at 5.6 µM; IL-6 STAT3-luciferase reporter; 100% = signal with IL-6 EC80 alone; actives 0.91% (n = 190,000); AID 871, 2007;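 active = activation above the screen-wide mean of compound activation plus 3 SD, cut at about 130% in these data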;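 also: 0% = background luminescence of wells with medium and substrate only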
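Material: STAT1-lacking human U3A cells, STAT3 luciferase reporter | Benchmarks: IL-6-only wells as 100% reference | Probe or stimulus: IL-6 (33 ng/mL) | Timing: Compound 1 h, then IL-6 6 h at 37 °C | Detection: Luminescence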
PPARg SRC2 recr – agonists of PPARg-SRC-2 recruitment, primary screen, biochemical, HTS; activation, % at 8 µM; AID 1032, 2008; actives 0.34% (n = 200,000); PPARgamma LBD-SRC-2 recruitment; Peroxisome proliferator-activated receptor gamma (Homo sapiens), P37231; in the data active = activation above about 22%;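 also: 0% = vehicle and 100% = reference agonist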
bIAP inhibitor – bovine intestinal alkaline phosphatase inhibitors, primary screen, selectivity assay for TNAP inhibitor project, biochemical, bovine IAP, CDP-star luminescence; alkaline phosphatase, intestinal [Bos taurus]; purified bovine IAP, 30 min; inhibition, % at 20 µM; 190,000 tested, under 10 active;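 active = over 50% inhibition of intestinal alkaline phosphatase at 20 µM in the single-dose screen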
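System: purified bovine intestinal alkaline phosphatase (IAP) enzyme; Input: IAP diluted 1/65,000,000 in the well; Measured by: CDP-star luminescence signal; Compound dosing: 20 µM single dose; Incubation: 30 min reaction at room temperature.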
* hit, by the source's call; . = not tested or not shown.

SMILES	TNAP act hiacc	SRC2 TRFRET art	STAT3 blocker	PPARg SRC3 recr	bIAP activator	STAT1 blocker	PPARg SRC-1 ag	ROMK primary	STAT3 act	PPARg SRC2 recr	bIAP inhibitor
CCOC(=O)c1sc(C)nc1C1CCN(C(=O)OCC)CC1	1.1	1476	13	5	1	1	1	.	93	5	-5
O=C(OCc1nnc(-c2ccccc2)o1)c1ccc2c(c1)C(=O)N(CCc1ccccc1)C2=O	1	1541	4	1	0.9	0	1	0.015	101	2	11
CC[n+]1c(C=C2C=C(C)OC(C)=C2)sc2ccccc21	0.7	1713	84*	1	0.5	29	7	-2.4	31	4	45
CCc1[nH]nc2c1C(Cc1ccccc1)C(C#N)=C(N)O2 (centres undefined)	1	1604	10	8	0.9	4	0	-0.18	96	9	9
O=c1c2sccc2nc(SCc2cc(=O)n3cc(Cl)ccc3n2)n1Cc1ccccn1	1	1475	-4	-5	1.4	-4	0	0.01	105	2	-35
Cc1nn(CC(=O)N2CCOCC2)c(C)c1[N+](=O)[O-]	1	1543	-2	3	0.9	0	-1	.	106	16	7
CC(=O)c1ccc(Sc2ccc(C(C)=O)cc2)cc1	1	1824	-21	-4	1	-16	-5	-0.023	118	0	-2
Cc1c(NC(=O)CSc2nnc(-c3ccco3)n2-c2ccccc2)c(=O)n(-c2ccccc2)n1C	1.1	1414	12	-4	1	4	3	1.9	93	-5	1
CCc1ccc(Cn2nnc(C(=O)Nc3ccc(OC)cc3OC)c2N)cc1	1.1	1525	10	-7	0.9	-2	6	.	99	-7	6
CC(=O)NC(C)C12CC3CC(CC(C(=O)O)(C3)C1)C2 (centres undefined)	1	1561	10	13	1	1	3	0.18	95	8	-1
CCN1CCCC1CN(Cc1cc2ccc(C)cc2[nH]c1=O)C(=S)Nc1ccc(OC)cc1OC (centres undefined)	1	1589	-3	-2	1.5	-1	3	.	105	7	-53
Clc1ccc(Cn2cc(/C=N/n3cnnc3)c3ccccc32)c(Cl)c1	1.1	1495	5	15	1	-7	5	.	97	8	-4

The closing two records of the part before are carried over, then new ones follow:
SMILES	TNAP act hiacc	SRC2 TRFRET art	STAT3 blocker	PPARg SRC3 recr	bIAP activator	STAT1 blocker	PPARg SRC-1 ag	ROMK primary	STAT3 act	PPARg SRC2 recr	bIAP inhibitor
CCN1CCCC1CN(Cc1cc2ccc(C)cc2[nH]c1=O)C(=S)Nc1ccc(OC)cc1OC (centres undefined)	1	1589	-3	-2	1.5	-1	3	.	105	7	-53
Clc1ccc(Cn2cc(/C=N/n3cnnc3)c3ccccc32)c(Cl)c1	1.1	1495	5	15	1	-7	5	.	97	8	-4
COc1cc(C(=O)OCCc2c(C)nc3nc[nH]n3c2=O)cc(OC)c1OC	1	1705	13	9	1.1	3	6	-0.13	93	3	-11
Cc1c(CCO)c(=O)n(-c2ccccc2)n1S(=O)(=O)c1ccc([N+](=O)[O-])cc1	1	1512	2	5	1	0	2	0.013	102	1	4
COc1ccccc1N1CCN(c2nc3ccccc3nc2C(C#N)C(=O)OC(C)C)CC1 (centres undefined)	0.9	1626	18	5	0.8	-2	5	.	88	11	20
CCc1nn(-c2cc(Oc3ccccc3)nc(-c3ccccc3)n2)c(N)c1C#N	1.1	1513	3	6	0.5	6	6	1.1	100	-4	48
O=C(CN(Cc1ccccc1C(F)(F)F)C(=O)CNC(=O)c1ccco1)NC1CCCC1	1.1	1379	7	1	1	0	-4	.	98	-3	-3
Cc1nn(Cc2ccccc2)c(C)c1NC(=O)CSc1nc(-c2ccccc2)nc2c1cnn2-c1ccccc1	1	1413	5	-14	1	-7	3	.	99	3	0
Cc1ccc(C)c(N(C)C(=O)COc2cc(=O)n(C)c3ccccc23)c1	1.1	1796	10	7	0.9	5	2	.	95	9	6
O=C(CC(=O)NC1CCCCC1)N/N=C/c1ccccc1F	1.1	1584	-4	-1	1	0	6	1.2	104	-2	4
COc1ccc(/C=C/c2nc(-c3ccccc3O)n[nH]2)cc1	1	1413	-1	0	0.9	13	4	0.18	99	3	5
Cc1ccc2nc3sc(C(=O)N4CCOCC4)c(N)c3cc2c1	1	1451	90*	5	0.9	50*	3	.	29	9	6
O=C(Nc1nncs1)c1ccccc1Br	1	1456	7	-8	0.9	1	2	-0.025	97	-5	8
CC(Cl)C(=O)NC(=O)NC12CC3CC(CC(C3)C1)C2 (centres undefined)	1	1738	-4	1	1	-4	4	.	103	2	4
CCOC(=O)c1c(C)nc2cc(C)ccn12	1.1	1610	12	-2	0.9	-8	2	.	96	7	8
O=C1CC(N2CCN(c3ccc(C(=O)c4ccc(F)cc4)cc3)CC2)C(=O)N1 (centres undefined)	1	1674	10	15	1	0	2	.	97	10	0
COc1ccc(C2NC(=O)c3sc(=S)n(-c4ccccc4)c3N2)cc1 (centres undefined)	1	1405	0	10	0.8	-3	-6	.	101	-1	21
COc1ccc2[nH]c(=O)c(CN(Cc3cccs3)Cc3nnnn3Cc3ccccc3)cc2c1	1.1	1557	-9	-4	0.8	-3	0	-0.37	108	0	20
O=C(NNC(=O)C1CCN(Cc2ccc(Cl)c(Cl)c2)CC1)c1cccs1	1.1	1621	18	4	1.1	1	3	-0.33	92	-6	-10
O=C(COC(=O)c1c2c(nc3ccccc13)/C(=C/c1ccco1)CC2)NC1CCCC1	0.9	1746	12	6	1.2	-6	5	-0.2	88	2	-19
COc1ccccc1/C=C/C(=O)Nc1ccc(N2CCOCC2)cc1	1	1645	18	8	1.1	0	0	1.2	89	1	-7
CCn1ncc([N+](=O)[O-])c1C(=O)n1nc(C)cc1C	1.1	1685	-5	5	1	4	4	.	107	-7	1
CC(C)c1nnc(NC(=O)c2cccc(NC(=O)C(F)(F)F)c2)s1	1	1976*	-3	4	1	-45	4	0.15	103	7	-2
COc1ccc(C2C3=C(N=C4SCC(=O)N42)c2ccccc2CC3)cc1 (centres undefined)	1.1	1326	-3	-6	1	-6	2	.	111	-1	1
CCOC(=O)N1CCN(C(=S)NC)CC1	1.1	1465	4	-9	0.9	-2	-5	0.31	97	-6	12
Cc1nn(C(=O)c2ccco2)c(C)c1Sc1ccc(Cl)cc1	1	1433	-9	-2	1	16	-3	0.42	108	0	2
CC(=O)N1CCN(Cc2ccc(Br)s2)CC1	1	1448	15	0	1	3	8	0.14	93	5	4
NC(=O)C1CCN(CC(=O)Nc2cccc(C(=O)Nc3cccc(C(F)(F)F)c3)c2)CC1	1	1594	-14	-3	1	5	6	.	108	-3	1
COc1ccc(C(=O)COc2nc(C)cc(C)c2C#N)cc1	1	1589	30	9	0.9	2	4	.	77	9	10
COc1ccc(NC(=S)Nc2ccc3nccnc3c2)cc1	1	1453	6	7	0.8	-59	5	.	99	7	18
O=C1N(CCCCN2C(=O)C3(OCCO3)c3ccccc32)c2ccccc2C12OCCO2	1	1762	4	8	1	-8	0	-0.0052	100	7	-1
O=S(=O)(/C=C/c1ccccc1)n1cnc2ccccc21	1.1	1492	0	5	0.8	11	6	.	105	4	17
O=C(O)c1cc(NS(=O)(=O)c2ccc(N3CCCCC3)c([N+](=O)[O-])c2)cc(C(=O)O)c1	0.9	1599	10	1	0.9	3	-1	-0.35	90	-5	8
COc1ccc(N2CCN(C(=O)c3cn(C)c(=O)c4c3c3ccccc3n4C)CC2)cc1	1	1458	-6	9	1	5	0	0.63	106	10	4
C=CCNS(=O)(=O)c1cc(S(=O)(=O)NCC=C)c(OC)cc1OC	1.1	1655	-3	-2	1.1	-6	-1	0.15	109	-4	-7
CC(=O)Nc1ccc(C(=O)OCC(=O)Nc2ccc(N3CCOCC3)cc2)cc1	1.1	1947	1	2	1	-12	8	-0.49	105	1	-1
O=C(N=NC(=O)c1ccc2c(O)n(C3CCCCC3)c(O)c2c1)c1cccnc1	1.1	1272	12	-15	1.1	-1	6	.	95	-5	-12
O=C(O)CSc1nc2ccccc2[nH]1	1.1	1555	-5	8	0.9	2	6	0.13	104	2	8
CCOC(=O)CSc1nc2ccccc2c(=O)n1CC1CCCC1	1	1313	-3	8	1.1	5	-8	-0.41	105	7	-10
Cc1cc(C)c(S(=O)(=O)N2CCN(CCN3C(=O)c4cccc5cccc(c45)C3=O)CC2)cc1[N+](=O)[O-]	1	1661	9	6	1	15	-1	1.6	100	6	0
CC(C)NS(=O)(=O)c1ccc(OCC(=O)NCc2ccc3c(c2)OCO3)c(Cl)c1	1	1446	8	-4	1	-1	-4	.	96	1	-2
COc1cccc(-n2c(=S)sc3c(=O)n(-c4ccccc4OC)c(=S)[nH]c32)c1	1.1	1505	37	3	0.9	4	-5	0.77	75	4	9
O=C(O)c1nccnc1C(=O)NCCc1c[nH]c2ccccc12	1	1747	-12	-2	1	6	5	0.0067	117	8	-2
COc1ccc(S(=O)(=O)N2CCC(O)(c3ccc4c(c3)OCO4)CC2)cc1	1.1	1766	4	15	0.9	0	1	.	100	1	7
Cc1ccc(C(=O)N/C(=C/c2cccc([N+](=O)[O-])c2)C(=O)NC(C)C)cc1	1	1572	12	7	0.7	-8	10	.	94	2	26
CCOC(=O)c1cn(CC(=O)Nc2ccccc2C(=O)OCC)nn1	1.1	1619	-6	3	1	8	10	0.051	109	-6	-1
c1ccc(-c2nc(-c3cccnc3)n[nH]2)cc1	1	1624	14	-2	0.8	-23	0	.	90	3	23
Cc1ccccc1-n1cnnc1SCC(=O)N1CCN(c2ccccc2)CC1	1	1633	11	-2	1.1	0	10	.	94	3	-6
O=C(NCc1cccs1)C1CCCN(S(=O)(=O)c2cccc3cccnc23)C1 (centres undefined)	1.1	1570	6	6	0.9	-1	8	.	102	-4	6

Structures shown so far containing bromine, in the order listed:
SMILES	TNAP act hiacc	SRC2 TRFRET art	STAT3 blocker	PPARg SRC3 recr	bIAP activator	STAT1 blocker	PPARg SRC-1 ag	ROMK primary	STAT3 act	PPARg SRC2 recr	bIAP inhibitor
O=C(Nc1nncs1)c1ccccc1Br	1	1456	7	-8	0.9	1	2	-0.025	97	-5	8
CC(=O)N1CCN(Cc2ccc(Br)s2)CC1	1	1448	15	0	1	3	8	0.14	93	5	4

Screens (PubChem)
